Screening data deposited in PubChem BioAssay by several laboratories.
D1 allo mod: D1 dopamine receptor (human) allosteric modulation | P21728 | HEK293 D1, CRE-luciferase, dopamine EC30 potentiation; actives deviate in either direction | B-score at 10 µM | 5.9% of 58,000 active;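 active = luminescence count or its row- and column-corrected plate score outside the 99.7% band of the plate's sample wells, on either side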
Hsp90 block: displaces geldanamycin probe from tumor Hsp90; NCI-N417 lysate Hsp90, Cy3B-geldanamycin FP displacement; P07900; AID 429; 0.35% of 64,000 active; inhibition, % at 30 µM;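 active = inhibition above 50%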;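 also: 0% = tracer plus lysate wells and 100% = tracer alone without lysate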
CatB mixtures: human cathepsin B inhibition by mixtures; P07858; Purified cathepsin B, AMC dipeptide fluorescence, compound mixtures; inhibition, %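 (ten-compound pools at 5 µM per compound and 50 µM total)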; 0.06% of 62,000 active; AID 488; in the data active = inhibition above about 22%, passing the limit was not always enough;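 also: 0% = enzyme without compound and 100% = no enzyme blank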
AP ELISA ortho: orthogonal test for alternative complement pathway inhibitors | Human serum alternative complement pathway, LPS-coated ELISA, C3 deposition; tested in compound mixtures | inhibition, % at 5 µM | 0.08% of 62,000 active | AID 1235;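 active = inhibition above 30% in each of the two pooled mixtures holding the compound, so the lower value exceeds 30%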;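 also: 0% = serum in Mg-EGTA without compound and 100% = EDTA serum blank; some compounds past the cut are filed as inactive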
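Test system: human serum complement alternative pathway, C3 deposition onto LPS / Medium: Mg2+-EGTA GVB++ buffer containing human serum at 1:15 dilution / Probe or stimulus: Plate-bound LPS / Times: 1 h at 37 °C / Signal: ELISA with HRP anti-human C3 antibody, TMB substrate, absorbance 450 nm / Measure: percent inhibition / Repeats: two pool placements per compound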
Ecoli tolC: E. coli tolC mutant growth inhibition. E. coli BW25113 tolC mutant growth, OD615. growth inhibition, % at 10 µM (by protocol). 2.2% of 65,000 active;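 active = growth inhibition at or above a cutoff equal to the mean over every tested compound plus 3 SD, cut at about 60% in these data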;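 also: growth measured after 20 h incubation at 37 °C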
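Doses: one dose of 10 µM final / Material: E. coli BW25113 ΔtolC::kan, tolC deletion mutant strain / Buffer or medium: LB with kanamycin 50 µg/mL / Evaluation: percent growth inhibition / Detection: optical density read at 615 nm / Incubation: 37 °C, 20 h exposure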
E coli RNAP: Escherichia coli RNA polymerase inhibition; E. coli RNA polymerase, fluorescence transcription assay; inhibition, %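 (tested at 10 µM)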; 0.2% of 62,000 active; in the data active = inhibition above about 20%;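 also: 0% = enzyme without compound and 100% = no enzyme blank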
Cdc25B block: inhibitors of human Cdc25B phosphatase | P30305 | recombinant Cdc25B, OMFP fluorescence Ex485/Em525 | inhibition, %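 (compounds tested at 10 µM final in the well)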 | 0.1% of 65,000 active | AID 368; in the data active = inhibition above about 50%
Target sequence (P30305 whole entry, looked up): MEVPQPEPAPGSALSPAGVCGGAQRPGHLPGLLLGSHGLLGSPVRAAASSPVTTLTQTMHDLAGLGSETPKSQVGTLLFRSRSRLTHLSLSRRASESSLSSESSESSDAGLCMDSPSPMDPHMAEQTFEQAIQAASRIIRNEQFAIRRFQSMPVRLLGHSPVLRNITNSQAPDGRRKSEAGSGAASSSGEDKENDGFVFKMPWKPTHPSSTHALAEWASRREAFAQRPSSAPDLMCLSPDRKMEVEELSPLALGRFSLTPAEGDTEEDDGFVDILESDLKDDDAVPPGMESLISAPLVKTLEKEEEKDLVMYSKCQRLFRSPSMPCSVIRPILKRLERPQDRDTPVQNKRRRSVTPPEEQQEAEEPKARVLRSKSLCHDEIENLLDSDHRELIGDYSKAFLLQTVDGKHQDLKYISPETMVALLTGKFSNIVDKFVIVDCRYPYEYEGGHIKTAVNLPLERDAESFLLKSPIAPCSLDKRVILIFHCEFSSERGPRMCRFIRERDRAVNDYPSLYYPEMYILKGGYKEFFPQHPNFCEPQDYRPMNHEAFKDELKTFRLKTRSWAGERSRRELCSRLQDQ
DUSP1 inh: blocks human MKP-1 phosphatase activity; P28562; recombinant MKP-1, OMFP hydrolysis fluorescence; inhibition, %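 (compounds tested at a single concentration somewhere between 10 and 100 µM)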; 0.15% of 65,000 active;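 active = inhibition above about 50%, limit read from the data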;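 also: 0% = DMSO max control wells and 100% = wells with enzyme stopped by NaOH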
Target sequence (P28562 whole entry, looked up): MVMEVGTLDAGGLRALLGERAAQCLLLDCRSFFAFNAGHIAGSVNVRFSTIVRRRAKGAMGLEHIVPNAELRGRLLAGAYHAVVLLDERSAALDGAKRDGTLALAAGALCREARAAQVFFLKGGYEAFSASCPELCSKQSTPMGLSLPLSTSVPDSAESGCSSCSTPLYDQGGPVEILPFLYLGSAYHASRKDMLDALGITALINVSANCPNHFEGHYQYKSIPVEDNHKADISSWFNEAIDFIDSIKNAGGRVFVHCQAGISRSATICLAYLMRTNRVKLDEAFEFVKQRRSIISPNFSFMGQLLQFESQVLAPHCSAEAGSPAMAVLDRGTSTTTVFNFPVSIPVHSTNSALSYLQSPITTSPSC
CatB inh: human cathepsin B inhibition | purified cathepsin B, fluorogenic substrate, fluorescence | inhibition, %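 (tested at 10 µM)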 | 0.1% of 63,000 active | AID 453; in the data active = inhibition above about 21%;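 also: 0% = enzyme with no compound and 100% = no enzyme blank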
Starred values were filed as active, the others as inactive; x = no result given.

SMILES	D1 allo mod	Hsp90 block	CatB mixtures	AP ELISA ortho	Ecoli tolC	E coli RNAP	Cdc25B block	DUSP1 inh	CatB inh
CCOC(=O)c1nc(-c2ccc3c(c2)OCO3)[nH]c1C	-1.59	-1.6	-5.6	12.8	0.3	1.2	-2.4	2.0	-0.8
O=C1CCCc2nc(N3CCc4ccccc43)ncc21	-0.173	-1.7	-3.5	-1.6	-2.9	5.3	-7.4	-9.6	1.9
Cc1ccc(NC(=O)CCn2nc(C)cc2C)c(C)c1	-0.274	-6.8	4.3	6.2	-10.8	8.6	-5.3	5.1	3.3
CCOC(=O)c1cc(=O)n2[nH]c(-c3ccc(C)cc3)cc2n1	-0.374	-0.2	-3.1	-9.2	-3.5	3.3	0.3	-27.0	1.0
CSc1nc(N)nc(SCC(=O)c2ccccc2)c1C#N	x	0.4	-0.9	-1.1	17.2	5.5	1.7	-3.1	-1.4
Cc1ccc2c(c1)nnn2C1CCN(S(=O)(=O)c2ccc(C(=O)NC3CCCC3)cc2)CC1	x	0.6	-0.7	13.4	13.6	6.5	4.0	12.6	1.7
COCCCNC(=O)Cn1ncc2ccsc2c1=O	0.718	-2.9	2.6	9.2	-17.0	3.6	-10.0	-4.3	1.8
Cc1csc(NC(=O)c2cccs2)n1	-0.498	-1.7	3.6	9.3	-4.4	13.2	-8.2	-12.8	2.9
COc1ccc2cc(C(c3nnnn3CC3CCCO3)N3CCOCC3)c(=O)[nH]c2c1 (stereo not drawn)	-0.355	-0.3	3.1	11.2	x	2.9	-9.0	24.4	-4.5
CCC(Sc1nc2c(cnn2-c2ccc(Cl)cc2)c(=O)[nH]1)C(=O)OC (stereo not drawn)	1.25	-0.5	1.8	13.0	8.2	2.6	-9.8	-0.3	-1.1
O=C(COC(=O)c1cnccn1)c1ccc(OC(=O)c2ccccc2)cc1	1.11	-2.0	4.0	25.7	-0.9	13.5	-8.6	2.0	-3.1
CCOc1cc(S(=O)(=O)NCCc2cccc(C)c2)c(OCC)cc1-n1cnnn1	0.0741	-1.2	2.2	8.2	40.1	6.0	-7.6	9.1	4.4
Cc1ccc(C)c(NC(=O)CCN2CCOCC2)c1	-0.22	-2.3	6.5	-2.0	-16.0	3.9	-1.1	-3.3	2.2
C=CCc1cccc2cc(C(=O)N3CCN(C(=O)c4ccco4)CC3)c(=O)oc12	1.23	-11.3	4.7	14.6	-1.2	1.8	3.7	5.7	4.9
CCOc1ccc(Nc2oc(-c3cccs3)nc2C#N)cc1	5.84*	-1.4	0.7	7.2	9.6	2.1	-4.1	11.6	1.5
CCC(=O)c1ccc(OCC(O)CN2CCN(S(=O)(=O)N3CCCCC3)CC2)cc1 (stereo not drawn)	0.566	-2.8	4.1	12.4	11.3	5.3	-7.2	-9.8	-2.2
O=C(c1ccc(NC2=NC3CS(=O)(=O)CC3S2)cc1)N1CCc2ccccc2C1 (stereo not drawn)	-0.019	0.1	5.9	12.3	-4.9	3.2	-12.5	17.7	-0.2
O=C(NCCN1CCOCC1)c1ccc(=O)oc1	x	9.2	x	x	4.2	5.2	-14.5	-22.6	5.6
O=C(CCNS(=O)(=O)c1ccccc1F)NCc1ccc2c(c1)OCO2	x	-1.1	4.5	-6.6	-9.9	6.3	-11.7	4.8	10.3
COc1cccc(-n2c(Cc3cc(=O)[nH]c(=O)[nH]3)nnc2SCC(=O)Nc2ccccc2)c1	0.000416	-2.7	3.5	16.3	-13.8	4.2	6.5	6.1	3.2
CCOC(=O)c1sc(NC(=O)c2noc3c2CCCC3)c(C(=O)OCC)c1C	0.466	-1.9	2.3	0.7	-11.9	6.2	-15.5	10.1	1.0
COc1ccccc1CNC(=O)C1CCN(Cc2nc(-c3cccc(Cl)c3)oc2C)CC1	-0.353	-7.3	3.5	15.5	19.4	2.3	-17.8	-5.0	-0.6
COc1cccc(C(=O)N2CCN(C(=O)c3cccs3)CC2)c1OC	-0.206	-9.4	3.5	8.3	-7.2	9.7	2.5	-5.2	0.2
CCC(NC(=O)Nc1nnc(C(F)(F)F)s1)(C(F)(F)F)C(F)(F)F	-0.448	-1.6	x	x	3.8	x	-29.4	-25.2	0.0
COc1ccc(C2=NOC(C(=O)NC(C)C)C2)cc1 (stereo not drawn)	-1.34	-1.4	4.8	12.8	-14.8	5.1	-1.4	9.2	0.3
CCOc1cc(-c2noc(N)c2C(=O)OC)cc(OCC)c1OCC	-1.4	3.7	1.5	-10.8	2.4	11.1	-0.7	8.3	2.1
CCOC(=O)CN1CC23C=CC(O2)C(C(=O)NC2CCCC2)C3C1=O (stereo not drawn)	0.603	-3.1	7.8	8.9	-5.5	6.0	-14.2	-7.7	5.8
O=C(CCNS(=O)(=O)c1cccc2nsnc12)NCc1cccs1	-0.751	-1.6	5.4	9.3	3.2	8.7	0.2	-4.6	-2.6
Cn1c(/N=C/c2cc(Cl)ccc2O)nc2ccccc21	1.48	-0.9	11.7	2.9	6.7	5.8	2.2	-17.1	4.9
CC(=O)Oc1ccc(C)cc1N1C(=O)c2ccc(C(=O)O)cc2C1=O	-0.324	2.1	4.1	16.6	-14.8	4.6	-7.4	5.8	0.6

Next part, starting with the last three of the part before.
SMILES	D1 allo mod	Hsp90 block	CatB mixtures	AP ELISA ortho	Ecoli tolC	E coli RNAP	Cdc25B block	DUSP1 inh	CatB inh
O=C(CCNS(=O)(=O)c1cccc2nsnc12)NCc1cccs1	-0.751	-1.6	5.4	9.3	3.2	8.7	0.2	-4.6	-2.6
Cn1c(/N=C/c2cc(Cl)ccc2O)nc2ccccc21	1.48	-0.9	11.7	2.9	6.7	5.8	2.2	-17.1	4.9
CC(=O)Oc1ccc(C)cc1N1C(=O)c2ccc(C(=O)O)cc2C1=O	-0.324	2.1	4.1	16.6	-14.8	4.6	-7.4	5.8	0.6
Cc1ccc2nc(C)cc(NCCO)c2c1	-0.94	-2.0	-0.4	-6.5	-2.0	-9.2	-25.0	-4.9	0.5
Cc1ccc(Cl)cc1N1CCN(C(=O)C2CCCN(S(=O)(=O)c3cnc[nH]3)C2)CC1 (stereo not drawn)	-0.261	-2.5	2.1	5.3	15.7	5.6	-2.9	16.6	-0.5
COC(=O)c1c(C(=O)OC)c2n(c1C)CCC2	-0.198	-1.1	-3.3	13.6	-20.4	2.8	-8.6	14.0	0.2
COc1cc(C2CC(=O)C=C(O)C2)cc(OC)c1OC (stereo not drawn)	-0.949	x	4.8	-3.0	-6.1	3.1	-4.9	16.5	9.2
COCCn1nnnc1CN1CCN2CCCC2C1 (stereo not drawn)	0.268	-1.4	6.3	4.0	-23.3	11.2	-5.7	-10.8	0.9
O=C(COc1ccccc1)N(Cc1cc2ccccc2[nH]c1=O)CC1CCCO1 (stereo not drawn)	-0.892	-3.9	7.0	4.8	17.1	13.3	-0.8	-15.1	-0.8
CCN1CCCC1CNc1ncnc2c1[nH]c1ccc(Cl)cc12 (stereo not drawn)	-3.29	-3.3	15.8	1.8	2.7	11.3	1.3	-15.2	0.7
CC1(C)OC(=O)N(Cc2ccco2)C1(C)O (stereo not drawn)	-0.0428	-4.1	4.2	17.7	-26.5	7.6	-13.6	8.8	-0.3
O=C(CCNC(=O)Cn1cnc2ccccc2c1=O)NCCC1=CCCCC1	x	-1.2	3.7	24.6	-1.1	-1.4	9.0	8.8	3.3
O=C(O)c1ccc(COCC(F)(F)F)cc1	0.381	-5.4	-0.8	6.3	-7.7	-1.9	-2.5	5.7	-1.5
O=C(O)CCc1ccc(-c2cccs2)n1NC(=O)c1ccc(Cl)cc1	-0.597	x	1.6	10.6	6.6	3.5	-3.3	16.8	1.0
O=C(CCCn1c(=O)[nH]c2ccccc2c1=O)N1CCN(c2ccccn2)CC1	-0.76	-0.6	1.0	5.8	-0.6	-0.8	-28.8	1.2	0.9
O=C1CCC(C(=O)N(c2ccccc2)C2(C(=O)NC3CCCCC3)CCCCC2)N1 (stereo not drawn)	-0.212	x	6.8	17.2	2.9	2.2	-6.4	2.6	9.2
CC(=O)Oc1c(Cl)c(N2CCOCC2)c(OC(C)=O)c2ccccc12	3.14*	-8.5	-4.6	-8.2	-0.9	-0.1	2.1	17.7	-2.3
C=CCNc1nc(Nc2ccc(OC)cc2OC)nc(OCC)n1	3.8*	-5.5	-3.5	-5.7	-5.0	6.9	-24.3	-8.0	4.2
Cc1nc(=O)c(-c2ccccc2)c(C)n1Cc1ccccc1	x	-4.1	-0.3	16.1	3.8	7.2	-0.6	-4.1	0.7
CCOC(=O)C(NC(C)=O)(Nc1ccc(S(=O)(=O)Nc2nccs2)cc1)C(F)(F)F (stereo not drawn)	-0.255	-2.3	-1.0	9.0	-5.9	-2.3	-1.6	-2.5	-3.5
CCOc1ccccc1NC(=O)CN(c1ccc(OC)cc1)S(=O)(=O)c1c(C)noc1C	x	-0.9	-7.6	14.4	13.0	1.9	-7.1	8.9	0.2
CC(C)CC1NC(=O)N(CC(=O)N2CCN(S(=O)(=O)c3ccc4ccccc4c3)CC2)C1=O (stereo not drawn)	x	x	2.0	9.6	13.3	0.1	x	x	-5.5
CC(=O)c1ccc(NC(=O)N[C@@H](Cc2ccccc2)C(=O)O)cc1	x	-1.4	-6.2	16.2	-17.2	x	3.5	-1.4	-3.9
O=C(c1cc(S(=O)(=O)N2CCOCC2)ccc1F)N1CCN(Cc2ccccc2)CC1	-0.0437	-3.5	2.5	19.9	-8.3	2.3	-3.8	7.1	-0.4
Cc1ccc(NC(=O)c2ccc(OC(=O)c3ccco3)cc2)cc1	-1.05	-2.9	-0.9	3.4	-8.6	-1.6	-7.5	2.1	6.3
CCOc1ccc2[nH]c(=O)c(CN(CCO)C(=O)CC)cc2c1	-0.0758	0.1	5.3	5.5	-18.8	8.1	-2.4	-14.1	-2.1
O=C(NCc1cccc(C(F)(F)F)c1)C1CCCN(c2ncccn2)C1 (stereo not drawn)	0.952	1.5	4.8	11.1	-9.0	12.6	0.8	-0.1	4.3
Cc1ccc(C)c(N2CCN(S(=O)(=O)c3ccc4c(c3)CCC(=O)N4)CC2)c1	0.161	-2.4	1.2	-1.8	17.6	9.5	-8.3	23.6	5.9
CC(C)(C)C(=O)COC(=O)c1cccc(NC(=O)c2ccco2)c1	-0.486	-4.9	1.2	-0.4	5.7	12.0	-8.0	5.7	5.0
C=CCn1c(-c2ccoc2)n[nH]c1=S	-0.322	-7.4	0.8	8.1	4.9	-3.1	3.0	5.9	2.3
COc1ccc(NC(=O)c2ccc3c(c2)OCO3)cc1Cl	-1.88	-0.1	3.2	-7.7	-12.2	4.1	4.6	10.6	1.3
Cc1ccc(N=Cc2cccc(O)c2O)c(C)c1	-0.0723	38.5	0.6	-2.3	-2.6	11.5	1.6	6.4	3.0
CCc1ccccc1NC(=O)CCc1nc(-c2ccc(C)cc2)no1	0.254	0.5	-0.5	5.1	-29.3	-2.3	-2.5	-13.2	-0.2
CCC(C(=O)Nc1ncn[nH]1)(C(F)(F)F)C(F)(F)F	x	-1.7	x	x	8.5	5.4	-19.6	-17.4	-1.6
CCOc1ccc(-n2nnnc2SCC(=O)c2ccccc2)cc1	-0.0176	-3.5	0.9	-9.8	-8.8	3.9	0.7	-15.2	-2.5
COc1ccc(-c2cc(O)cc(O)c2)cc1	-0.993	3.1	4.6	12.5	2.1	6.3	-5.2	-5.6	-3.0
Cc1ccc(CCN2CC(C(=O)NCc3ccco3)CC2=O)cc1 (stereo not drawn)	0.0549	-1.4	0.0	20.8	-22.6	3.6	40.2	4.2	0.3
